Screening results: PubChem BioAssay, several laboratories
TPT1 inhibitor = blocks Candida albicans tRNA 2'-phosphotransferase; recombinant caTPT1, FP RNA substrate dephosphorylation; inhibition, % at 5 µM; 0.81% of 300,000 active; AID 1962;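 active = inhibition above the mean of all tested compounds plus 3 SD, set per screening campaign, cut at about 24% in these data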;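 note: plate controls were DMSO alone for no effect and ferristatin control at 100 nM for full effect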
PP5 primary = inhibitors of human protein phosphatase 5 (PP5). P53041. AID 1987. 0.18% of 320,000 active. purified PP5c, OMFP substrate fluorescence. inhibition, % at 6.7 µM;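 active = inhibition above the campaign's mean inhibition across all tested compounds plus 3 SD, cut at about 9.5% in these data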;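 note: 0% = DMSO only and 100% = 100 µM cantharidin control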
proCasp7 act = counter-screen for procaspase-3 activators: activators of human procaspase-7; P55210; recombinant procaspase-7, Ac-DEVD-pNA absorbance 405 nm; D23A/D198A/D206A triple mutant, cannot self-cleave; scale: DMSO 0, 5 µM enzyme 100; activation, % at 8.5 µM; 0.093% of 330,000 active;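 active = percent activation above the screen-wide mean plus 3 SD, cut at about 25% in these data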
Target sequence (P55210 whole entry D23A/D198A/D206A): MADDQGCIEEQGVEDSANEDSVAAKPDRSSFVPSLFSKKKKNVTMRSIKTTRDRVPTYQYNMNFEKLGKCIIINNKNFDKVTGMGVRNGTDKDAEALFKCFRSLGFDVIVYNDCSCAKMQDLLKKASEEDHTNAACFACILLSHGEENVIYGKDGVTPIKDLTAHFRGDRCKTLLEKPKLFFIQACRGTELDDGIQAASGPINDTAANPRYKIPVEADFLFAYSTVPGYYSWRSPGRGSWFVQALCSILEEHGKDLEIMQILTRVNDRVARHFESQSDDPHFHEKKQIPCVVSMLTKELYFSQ
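buffer or medium = Zinc-free HEPES/NaCl buffer, pH 7.4 | material = Procaspase-7 triple mutant (PC-7 D3A) | input = 2 µM procaspase-7 mutant as dispensed | signal = Epi-absorbance of released pNA at 405 nm, two timepoints | timing = 1 h preincubation, 2 h reaction | replicates = singlicate compound testing | evaluation = % activation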
Efflux pump mplx = blocks antifungal efflux pumps in multiplex yeast assay | S. cerevisiae Candida pump triplex, Nile Red efflux | inhibition, % at 10 µM | 0.44% of 330,000 active | AID 485275;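 active = plate passing quality check with inhibition over a set limit, or well fluorescence over plate mean plus 4 SD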;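 note: Nile Red retained in pooled yeast measured as flow cytometry median fluorescence; 0% = buffer negative control and 100% = Enniatin B positive control; higher means more Nile Red kept so more efflux inhibition; some compounds called inactive have numbers as strong as hits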
core dimer inh = HCV core protein dimerization inhibition; TR-FRET GST/Flag-core106 dimerization, 1536-well; inhibition, % at 5 µM; 0.33% of 300,000 active; AID 1899;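 active = inhibition above the mean of all tested compounds plus 3 SD, set per screening campaign, cut at about 45% in these data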
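System – GST-tagged and Flag-tagged HCV core protein residues 1-106 · Repeats – one well for each compound · Technique – TR-FRET 671 and 617 nm emission · Doses – one concentration, 5 µM, in 0.5% DMSO · Times – 4 h, 22.5 °C incubation · Also added – Eu donor and XL665 acceptor anti-tag antibodies · Measure – percent inhibition of core106 dimerization signal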
PP1 inh = counter-screen for PP5 inhibitors: inhibitors of human PP1-alpha | P62136 | purified PP1alpha, OMFP fluorescence | 0.9% of 320,000 active | inhibition, % at 6.7 µM;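 active = inhibition above the mean inhibition of all tested compounds plus 3 SD, computed separately for each screening campaign, cut at about 15% in these data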
Target sequence (P62136 whole entry, looked up): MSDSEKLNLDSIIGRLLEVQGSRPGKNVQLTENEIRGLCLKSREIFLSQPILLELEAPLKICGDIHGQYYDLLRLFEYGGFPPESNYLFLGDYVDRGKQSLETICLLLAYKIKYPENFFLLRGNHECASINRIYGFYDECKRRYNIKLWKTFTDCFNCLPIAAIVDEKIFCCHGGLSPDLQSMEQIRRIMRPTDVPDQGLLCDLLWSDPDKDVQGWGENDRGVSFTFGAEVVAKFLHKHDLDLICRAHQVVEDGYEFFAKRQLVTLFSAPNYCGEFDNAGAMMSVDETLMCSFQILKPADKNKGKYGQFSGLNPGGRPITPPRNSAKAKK
procasp3 activ = procaspase-3 (human) activation. P42574. recombinant procaspase-3 D3A, Ac-DEVD-pNA absorbance 405 nm. activation, % at 8.5 µM. 0.11% of 330,000 active. AID 463141;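 active = activation above the mean of all tested compounds plus 3 SD, cut at about 21% in these data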;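 note: 0% = DMSO alone and 100% = DMSO wells spiked with extra 5 µM PC-3 D3A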
Target sequence (P42574 whole entry D9A/D28A/D175A): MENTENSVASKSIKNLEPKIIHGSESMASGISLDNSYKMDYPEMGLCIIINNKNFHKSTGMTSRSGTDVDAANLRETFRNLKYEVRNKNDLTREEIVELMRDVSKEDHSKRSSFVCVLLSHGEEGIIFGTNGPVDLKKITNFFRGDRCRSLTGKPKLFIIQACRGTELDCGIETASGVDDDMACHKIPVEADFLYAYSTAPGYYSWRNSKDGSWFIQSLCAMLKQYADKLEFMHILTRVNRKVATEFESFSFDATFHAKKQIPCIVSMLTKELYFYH
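Assay system: Autoprocessing-dead procaspase-3 D3A mutant enzyme; also added: Ac-DEVD-pNA; doses: one concentration, 8.5 µM nominal, 0.8% DMSO; times: 1 h compound preincubation, 2 h substrate hydrolysis at 25 °C; technique: 405 nm absorbance of p-nitroaniline, reads at 0 and 120 min; measure: % activation between DMSO and enzyme-spiked controls; repeats: single replicate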
CTSL1 counter = counter-screen for PFM18AAP inhibitors: inhibitors of F. hepatica cathepsin L1; recombinant F. hepatica cathepsin L1, Z-Leu-Arg-MCA fluorescence; inhibition, % at 5.96 µM; 0.49% of 300,000 active;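 active = inhibition above the mean of all tested compounds plus 3 SD, set per screening campaign, cut at about 17% in these data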;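 note: 0% = plate median of test compound wells and 100% = 1 µM Z-Phe-Ala-diazomethylketone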
JMJD2C inh = human JMJD2C demethylase inhibition. inhibition, % at 2.35 µM. Q9H3R0. 0.069% of 330,000 active. GST-JMJD2C(1-420) H3K9me3 demethylation, DELFIA europium. AID 2099;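 active = more than half of a compound's replicate wells show inhibition beyond 50%, single wells judged on their own value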;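 note: signal counts dimethyl H3K9 product captured on neutravidin plate; 0% = median of DMSO wells and 100% = 0.3 times that DMSO median; strong numbers were not always called active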
* marks the source's active call; other numbers are inactive results; x = no result given.

Sample of the layout, 5 compounds:
Molecule | TPT1 inhibitor | PP5 primary | proCasp7 act | Efflux pump mplx | core dimer inh | PP1 inh | procasp3 activ | CTSL1 counter | JMJD2C inh
COc1ccc(Cl)cc1NS(=O)(=O)c1cccc(C(=O)NCCCN2CCCC2=O)c1 | 1 | 1.0 | 6 | -1.2 | -1 | -1 | -1 | 0 | 15
O=C(NCc1ccc(Cl)cc1)c1cc(-c2ccco2)on1 | -2 | 0.0 | 4 | 0.0 | -1 | -3 | 0 | -4 | 4
CC(C)c1ccc(NC(=O)N2CCOCC2)cc1 | 3 | -1.4 | -2 | 0.5 | -5 | -2 | 2 | 5 | -8
O=C(Nc1ccc(F)cc1)c1ccc2nc[nH]c2c1 | 1 | -0.2 | 0 | -0.3 | 1 | 8 | -1 | 8 | 6
CCOC(=O)C1=C(C)N(C)C(C)=C(C(=O)OCC)C1c1cccnc1 | -1 | -0.6 | -4 | 0.1 | 2 | 5 | -10 | -7 | 34

This part in full, previewed entries included:
Molecule | TPT1 inhibitor | PP5 primary | proCasp7 act | Efflux pump mplx | core dimer inh | PP1 inh | procasp3 activ | CTSL1 counter | JMJD2C inh
COc1ccc(Cl)cc1NS(=O)(=O)c1cccc(C(=O)NCCCN2CCCC2=O)c1 | 1 | 1.0 | 6 | -1.2 | -1 | -1 | -1 | 0 | 15
O=C(NCc1ccc(Cl)cc1)c1cc(-c2ccco2)on1 | -2 | 0.0 | 4 | 0.0 | -1 | -3 | 0 | -4 | 4
CC(C)c1ccc(NC(=O)N2CCOCC2)cc1 | 3 | -1.4 | -2 | 0.5 | -5 | -2 | 2 | 5 | -8
O=C(Nc1ccc(F)cc1)c1ccc2nc[nH]c2c1 | 1 | -0.2 | 0 | -0.3 | 1 | 8 | -1 | 8 | 6
CCOC(=O)C1=C(C)N(C)C(C)=C(C(=O)OCC)C1c1cccnc1 | -1 | -0.6 | -4 | 0.1 | 2 | 5 | -10 | -7 | 34
CN(C)S(=O)(=O)c1cccc(NC(=O)COC(=O)c2cccc(S(=O)(=O)N3CCc4ccccc4C3)c2)c1 | 1 | -0.6 | 14 | -0.2 | 23 | -2 | -2 | -1 | 3
CCNC(=O)NC(=O)C(C)OC(=O)C1CCN(S(=O)(=O)c2ccc(C)c(C)c2)CC1 (stereo unspecified) | 0 | 1.0 | 2 | -0.1 | 9 | -2 | -8 | 5 | -14
CCOC(=O)c1ccc(NC(=O)c2nc[nH]c2C(=O)N[C@@H](CC(C)C)C(=O)OC(C)(C)C)cc1 | -5 | 8.1 | 1 | 0.1 | 1 | 7 | 1 | 7 | -6
CN1CCN(c2ccccc2NC(=O)c2sc3ccccc3c2Cl)CC1 | 0 | 2.7 | 3 | 0.0 | 3 | 9 | 0 | 5 | 40
Cc1cc(Br)c(S(=O)(=O)n2nnc3ccccc32)cc1C | -2 | 1.9 | 2 | -0.2 | 2 | 1 | 12 | -3 | 18
O=C(Cc1cccc2ccccc12)NN1C(=O)C2C(C1=O)C1C=CC2C12CC2 (stereo unspecified) | -2 | 0.8 | 11 | 0.0 | 8 | -3 | 13 | -1 | -35
Cc1ccc(NC(=O)CSc2nc(NS(=O)(=O)c3ccc(C)cc3)cc(=O)[nH]2)cc1 | 0 | -0.1 | -1 | 0.1 | 2 | 12 | 1 | -4 | -19
COc1ccc([C@H]2CC(=O)C=C(c3cccc(OC)c3OC)C2)cc1OC | x | 1.9 | -1 | 0.1 | x | -9 | 3 | x | 1
COc1ccc(C)cc1NC(=O)c1cc2c(=O)n3ccccc3nc2n1C | 0 | 0.1 | 5 | -0.1 | 3 | 0 | 2 | -2 | x
Cc1nnc(SCC(=O)Nc2cccc(S(=O)(=O)NC3=NCCCCC3)c2)n1Cc1ccccc1 | 0 | -2.6 | 7 | 0.0 | 2 | 2 | 9 | -4 | 10
Cc1ccnc(NS(=O)(=O)c2ccc(Cl)nc2)c1 | -3 | 0.6 | 3 | -0.1 | -2 | 2 | -3 | -5 | -6
CCOc1cc(S(=O)(=O)NCc2ccc(OC)cc2)c(OCC)cc1-n1cnnn1 | 1 | 1.4 | -2 | -0.1 | 0 | 0 | 4 | -9 | 1
CCC1CCC(c2nnc(-c3ccc([N+](=O)[O-])cc3)o2)CC1 (stereo unspecified) | 1 | 1.0 | 4 | -0.1 | 9 | 0 | -1 | 1 | 6
O=C(NCCCN1CCC(Cc2ccccc2)CC1)C1CC(=O)N(C2CCCCCC2)C1 (stereo unspecified) | -2 | 3.5 | 0 | -0.1 | -4 | -4 | 11 | -2 | 7
CC(C(=O)NCc1ccccc1)n1cc([N+](=O)[O-])cn1 (stereo unspecified) | 0 | 1.8 | 9 | 0.1 | -2 | -4 | -3 | -1 | -6
COc1cc(C(=O)N2C(=O)c3cccc(N)c3C2=O)cc(OC)c1OC | -9 | 0.4 | 5 | -0.1 | 5 | -6 | -1 | 5 | -5
CSc1cc(-c2ccc(Cl)cc2)c(C(=O)NC(C)C)s1 | -3 | -0.6 | 7 | -0.1 | -15 | 3 | -2 | 2 | -1
O=C(NC1=NCCS1)c1cccs1 | 1 | 0.9 | -5 | -0.1 | -7 | 13 | 1 | -4 | 4
CCOc1ccccc1NC(=O)CCNS(=O)(=O)c1ccc2[nH]c(=O)oc2c1 | -2 | 0.9 | 7 | -0.1 | -7 | 0 | 0 | -1 | 8
Brc1cc2c(cc1/C=N/Nc1nc(N3CCCC3)nc(N3CCOCC3)n1)OCO2 | -5 | 0.9 | 4 | -0.3 | 7 | -4 | 2 | 2 | 88
CCc1nnc(NC(=O)CSc2nnc(C3CCCCC3)n2-c2ccccc2)s1 | 1 | 0.8 | -4 | 0.3 | 17 | -1 | 0 | -2 | -9
O=C(Nc1ccccc1)c1sc2cc(C(F)(F)F)cnc2c1-c1cccs1 | 2 | 4.5 | -66 | 0.1 | -7 | 2 | -14 | -2 | 4
Cc1ccc(N(CC(O)CN2C(=O)NC(C)(C)C2=O)S(=O)(=O)c2ccc(C)cc2)cc1 (stereo unspecified) | -6 | -0.6 | 7 | 0.1 | -3 | -8 | 3 | 8 | -7
CCn1ccnc1CN(C)Cc1cn(-c2ccc(C)cc2)nc1-c1cccc(C)c1 | -3 | 3.1 | 0 | 0.0 | -3 | 6 | 4 | -2 | 24
O=C(Cn1cncc1-c1ccc([N+](=O)[O-])cc1)Nc1ccccc1F | 4 | 3.6 | -1 | 0.5 | -6 | 1 | 2 | 2 | -13
CC(C)C(Nc1ccc(S(=O)(=O)N2CCOCC2)cc1[N+](=O)[O-])C(=O)O (stereo unspecified) | 0 | 1.9 | 6 | 0.1 | -6 | 0 | 1 | -3 | -9
CN(C(=O)c1ccccc1-c1ncc[nH]1)C1CCCN(Cc2ccccc2F)C1 (stereo unspecified) | -1 | 5.0 | -8 | 0.1 | -20 | -5 | 13 | -2 | -2
Fc1cccc(COc2ccccc2CNc2ccccc2)c1 | -3 | -1.1 | 7 | -0.1 | -9 | -1 | 8 | -1 | 9
COC(=O)/C=c1\sc2n(c1=O)C(C)=CC(C)(C)N=2 | -3 | -1.2 | 5 | -0.1 | 3 | 1 | 5 | 1 | 3
O=C(CN1C(=O)c2ccccc2C1=O)Nc1sc2c(c1C(=O)NCc1ccco1)CCCC2 | 0 | 5.2 | -1 | 0.0 | 64* | 7 | 1 | 2 | -2
Cc1nc2ncnn2c(C)c1CCC(=O)NCc1ccc2c(c1)OCO2 | -1 | -1.9 | 8 | -0.1 | -1 | 0 | 15 | -1 | -22
CN(C)CCSc1nc(N)c2c3c(sc2n1)CN(C)CC3 | -4 | 0.1 | 1 | -0.1 | -5 | -1 | -3 | 4 | -16
CC1(NC(=S)NCCO)CCS(=O)(=O)C1 (stereo unspecified) | -4 | -1.9 | 5 | 0.7 | -3 | 2 | 10 | 0 | 8
O=C(Nc1ccccc1)Nc1cccc(Cl)c1 | 3 | 3.9 | 3 | 0.2 | 1 | -5 | -4 | -4 | -35
C=CCOc1nc2c(c(=O)n(C)c(=O)n2C)n1Cc1ccc(Cl)cc1 | 0 | 0.6 | 0 | 0.0 | -1 | -5 | 4 | -1 | -5

(cont.)
SMILES	TPT1 inhibitor	PP5 primary	proCasp7 act	Efflux pump mplx	core dimer inh	PP1 inh	procasp3 activ	CTSL1 counter	JMJD2C inh
O=C(O)c1c(NC(=O)N2CCOCC2)sc2c1CCCC2	-4	0.5	-2	-0.2	2	1	7	-3	-8
O=C(CN(C(=O)CNS(=O)(=O)c1ccccc1)c1ccc2c(c1)OCCO2)NCc1ccco1	-6	0.0	1	-0.1	-4	-4	6	1	-1
CN(Cc1nc(-c2cnccn2)no1)C1CC(C)(C)NC(C)(C)C1	-3	-0.7	13	0.4	-1	-5	4	6	-3
O=C(COC(=O)C1CC(O)CN1S(=O)(=O)c1ccc(Cl)cc1)c1ccccc1Cl (stereo unspecified)	-6	2.7	4	3.3	0	-3	2	-2	-4
CNc1cc([N+](=O)[O-])ccc1N/C=C/C(=O)c1cccs1	3	3.1	10	0.2	-1	1	-5	-2	-7
Cc1ccccc1C(=O)NC1CCN(CC(=O)Nc2ccc(Br)cc2)CC1	-1	-3.8	2	0.0	4	0	-8	5	-3
Cc1ccc(S(=O)(=O)NNC(=S)Nc2cccc(F)c2)cc1	-1	4.0	6	-0.3	-7	4	-5	2	-2
COC(=O)CC(NS(=O)(=O)c1cccs1)c1cccc2ccccc12 (stereo unspecified)	-6	3.4	9	0.0	4	5	8	0	-2
NC(=O)c1nnn(-c2cccc(C(F)(F)F)c2)c1-c1ccccc1	-3	1.9	6	0.2	-8	0	-5	-2	-10
COCCNC(=S)N(C)C1(c2ccccc2Cl)CCCCC1=O (stereo unspecified)	-2	-1.2	-4	0.1	-3	6	-4	-2	-5
O=C(O)CCC(=O)Nc1nc(-c2ccccc2)cs1	1	3.1	-1	0.0	-1	9	0	5	4
CCC(C(=O)OCC(=O)N1CCN(c2ccc(OC)cc2)CC1)c1ccccc1 (stereo unspecified)	x	1.9	2	0.6	x	-2	9	x	-15
O=C(CCCC(=O)c1ccccc1)NCCc1ccccc1	1	-1.1	6	0.0	-3	-6	1	-6	3
Cc1cc(NC(=O)CCC(=O)N(Cc2ccco2)C(C(=O)NC2CCCC2)c2ccccc2F)no1 (stereo unspecified)	1	-0.4	-8	-0.3	12	-4	6	3	1
Nc1nc(SCC(=O)NCCN2CCOCC2)nc2sc3c(c12)CCC3	-5	-4.2	-12	-0.2	0	1	-5	4	-18
COc1ccc(C(=O)Oc2ccc(C(=S)N3CCOCC3)cc2)cc1	-1	3.0	-11	0.1	5	-5	-24	-3	5

Not a hit list; about 2.9% have a hit in one of these screens.
